# LYPLA2 inh – blocks human lysophospholipase 2, a PME1 counter-screen; O95372; recombinant LYPLA2, FP-Rh probe fluorescence polarization; inhibition, % at 5.9 µM; hit rate 0.38% among 320,000;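 active = inhibition above the screen-wide mean plus 3 SD, limit set per campaign, cut at about 26% in these data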;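 also: 0% = LYPLA2 with DMSO and 100% = wells lacking LYPLA2 enzyme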
# PREPL inh – inhibits the human prolyl oligopeptidase-like enzyme | inhibition, % at 5.96 µM | Q4J6C6 | hit rate 0.68% among 320,000 | AID 2751 | recombinant PREPL, fluorescence polarization activity-based probe; in the data active = inhibition above about 43%;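 also: 0% = enzyme with DMSO and 100% = wells lacking enzyme; many of its hits are not listed in these tables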
# Target sequence (Q4J6C6 whole entry, looked up): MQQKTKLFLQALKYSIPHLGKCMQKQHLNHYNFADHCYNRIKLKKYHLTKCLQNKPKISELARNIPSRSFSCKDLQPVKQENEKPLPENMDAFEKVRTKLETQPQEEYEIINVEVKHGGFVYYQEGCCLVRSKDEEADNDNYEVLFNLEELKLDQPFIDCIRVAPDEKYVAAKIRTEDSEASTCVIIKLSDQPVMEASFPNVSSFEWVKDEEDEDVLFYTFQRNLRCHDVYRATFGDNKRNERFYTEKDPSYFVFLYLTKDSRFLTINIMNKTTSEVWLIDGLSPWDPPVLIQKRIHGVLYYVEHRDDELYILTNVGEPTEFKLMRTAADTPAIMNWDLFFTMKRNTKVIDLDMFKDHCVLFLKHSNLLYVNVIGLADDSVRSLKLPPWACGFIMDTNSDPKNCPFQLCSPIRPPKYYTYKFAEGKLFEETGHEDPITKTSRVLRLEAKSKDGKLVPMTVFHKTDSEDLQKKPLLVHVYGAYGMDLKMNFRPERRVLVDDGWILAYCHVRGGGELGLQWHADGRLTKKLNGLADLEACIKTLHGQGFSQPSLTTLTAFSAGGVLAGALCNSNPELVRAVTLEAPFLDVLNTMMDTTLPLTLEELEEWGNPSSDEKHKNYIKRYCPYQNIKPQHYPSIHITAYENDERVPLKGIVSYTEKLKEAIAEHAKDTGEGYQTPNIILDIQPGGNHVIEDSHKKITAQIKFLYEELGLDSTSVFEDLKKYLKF
# LYPLA1 counter – blocks human lysophospholipase 1, a PME1 counter-screen. AID 2174. recombinant LYPLA1, FP-Rh probe fluorescence polarization. inhibition, % at 5.9 µM. hit rate 0.16% among 320,000;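 active = inhibition above the mean of all tested compounds plus 3 SD, set per campaign, cut at about 14% in these data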;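 also: inhibitors block serine hydrolase probe labeling of LYPLA1 so polarization falls; 0% = enzyme with DMSO and 100% = wells lacking LYPLA1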
# Target sequence (O75608 whole entry, looked up): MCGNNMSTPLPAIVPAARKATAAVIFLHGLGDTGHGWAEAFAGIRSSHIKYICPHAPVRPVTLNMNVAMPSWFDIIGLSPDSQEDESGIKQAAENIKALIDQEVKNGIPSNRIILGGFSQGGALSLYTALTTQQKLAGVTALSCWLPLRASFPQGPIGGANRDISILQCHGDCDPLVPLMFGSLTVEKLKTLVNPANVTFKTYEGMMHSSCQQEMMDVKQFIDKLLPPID
# PAFAH1B2 FP inh – inhibitors of human PAFAH1B2; P68402; recombinant PAFAH1B2, FP-rhodamine activity probe, fluorescence polarization; inhibition, % at 3.39 µM; hit rate 1.2% among 340,000;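 active = inhibition above the mean of all tested compounds plus 3 SD, cut at about 24% in these data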;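 also: 0% = enzyme with DMSO and 100% = wells lacking PAFAH1B2; many of its hits are not listed in these tables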
# GSTO1 counter – blocks human GSTO1 in RBBP9 counter-screen. P78417. recombinant GSTO1, activity-based probe fluorescence polarization. inhibition, % at 5.96 µM. hit rate 1.1% among 300,000;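 active = inhibition above the campaign mean inhibition plus 3 SD, cut at about 35% in these data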;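 also: 0% = GSTO1-1 with DMSO and 100% = wells lacking GSTO1-1 enzyme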
# pPAFAH FP inh – pPAFAH (human) enzyme inhibition | recombinant pPAFAH, FP-rhodamine probe fluorescence polarization | Q13093 | hit rate 1.5% among 330,000 | inhibition, % at 3.39 µM;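 active = inhibition above the mean inhibition across the screen plus 3 SD, cut at about 25% in these data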;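 also: inhibitors block binding of the rhodamine activity-based probe so polarization drops; 0% = enzyme with DMSO and 100% = wells lacking pPAFAH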
# PAFAH1B3 inh – inhibitors of human PAFAH1B3 | recombinant PAFAH1B3, FP-rhodamine probe, fluorescence polarization | hit rate 0.28% among 340,000 | inhibition, % at 3.39 µM;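 active = inhibition above the screen-wide average of all tested compounds plus 3 SD, cut at about 25% in these data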;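 also: 0% = enzyme with DMSO only and 100% = wells lacking PAFAH1B3 protein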
# PAD4 inh – blocks human protein arginine deiminase 4; Q9UM07; recombinant PAD4, RCA probe fluorescence polarization; inhibition, % at 6.36 µM; hit rate 0.41% among 330,000; AID 485272;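 active = percent inhibition above a cutoff equal to the mean of all tested compounds plus 3 SD, cut at about 15% in these data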;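 also: 0% = PAD4 with RCA probe and DMSO and 100% = probe without PAD4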
# PAFAH2 FP inh – PAFAH2 (human) inhibition; Q99487; recombinant PAFAH2, FP-rhodamine activity probe, fluorescence polarization; inhibition, % at 3.39 µM; hit rate 0.99% among 340,000; AID 492956;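 active = inhibition above the mean over all tested compounds plus 3 SD, cut at about 30% in these data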;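 also: inhibitors block probe labeling of enzyme so polarization drops; 0% = enzyme with DMSO and 100% = wells lacking PAFAH2 protein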
# * = called active by the depositor; . = not tested or not shown.
# Start of the listing, in advance:
SMILES,LYPLA2 inh,PREPL inh,LYPLA1 counter,PAFAH1B2 FP inh,GSTO1 counter,pPAFAH FP inh,PAFAH1B3 inh,PAD4 inh,PAFAH2 FP inh
COc1ccc(CN2C(=O)CN(C3CCCCCC3)C(=O)C2c2ccc(F)cc2)cc1 (stereo unspecified),-5,0,-4,0,-5,-2,5,1,4
COc1ccccc1NC(=O)N(Cc1ccccc1)C1=NCC(C)S1 (stereo unspecified),4,10,2,1,3,-5,13,-3,-4
CCC(=O)Nc1cccc(C(=O)/C=C/c2cccs2)c1,-11,-4,-7,-1,-6,1,1,-4,-1

# All compounds of this part, previewed entries included:
SMILES,LYPLA2 inh,PREPL inh,LYPLA1 counter,PAFAH1B2 FP inh,GSTO1 counter,pPAFAH FP inh,PAFAH1B3 inh,PAD4 inh,PAFAH2 FP inh
COc1ccc(CN2C(=O)CN(C3CCCCCC3)C(=O)C2c2ccc(F)cc2)cc1 (stereo unspecified),-5,0,-4,0,-5,-2,5,1,4
COc1ccccc1NC(=O)N(Cc1ccccc1)C1=NCC(C)S1 (stereo unspecified),4,10,2,1,3,-5,13,-3,-4
CCC(=O)Nc1cccc(C(=O)/C=C/c2cccs2)c1,-11,-4,-7,-1,-6,1,1,-4,-1
CCCCCCCCCn1ccc(=N)cc1,2,-2,1,3,9,7,15,-3,7
COc1ccc(CNC(=O)CC2(CC(=O)O)CCCCC2)cc1,1,3,0,11,-1,1,3,0,-3
N#Cc1c2n(c3c(=S)nc[nH]c13)CCCCC2,0,10,0,8,4,4,4,-5,9
Cc1ccc(CSc2nnc3nc(C)cc(C)n23)cc1,6,13,3,7,5,1,0,-8,5
Cc1ccccc1-n1nnnc1SCC(C)C,2,6,-2,1,-7,11,9,-1,-3
COc1ccc(CC(=O)OCC(=O)NC(=O)NC23CC4CC(CC(C4)C2)C3)cc1,5,7,0,5,-5,-3,-2,-5,5
COC(=O)c1cn(C(=O)c2ccc(C)cc2)c2ccccc12,0,-5,0,0,10,2,4,2,18
Cn1nccc1NS(=O)(=O)c1ccc(NC(=O)C(F)(F)F)cc1,1,-10,-2,.,0,5,.,-2,.
COc1ccc(CNC(=O)CN(Cc2ccc(C)cc2)S(=O)(=O)c2ccc(Cl)cc2)cc1,1,13,-3,10,-13,4,2,2,0
Cc1ccccc1C(=O)N1CCC(C(=O)Nc2ccc(F)cc2)CC1,0,3,2,2,-2,-4,8,-4,0
CN(C)CCNc1ncnc2c1sc1nc(-c3ccccc3)c3c(c12)CCCC3,-6,10,-2,1,-7,-8,0,-4,-2
CCn1cc(CNC(=O)c2ccc(Cl)c([N+](=O)[O-])c2)c(C)n1,3,3,-1,0,3,3,3,1,-2
CC(=O)C1C(c2cccc(F)c2)c2c(n[nH]c2C)CC1(C)O (stereo unspecified),1,8,0,2,-1,-7,8,-2,6
CN(Cc1c(F)cccc1Cl)C(=O)c1ccc2ccccc2n1,3,-9,-2,6,4,9,-1,-3,-1
CCOc1ccc2nc(SCC(=O)N(CC(C)C)c3c(N)n(Cc4ccccc4)c(=O)[nH]c3=O)[nH]c2c1,-5,4,0,5,-4,1,2,-2,1
CCCc1cc(=O)oc2c(C)c(OCC(=O)N3C[C@H]4C[C@@H](C3)c3cccc(=O)n3C4)ccc12,-2,-4,3,3,-1,6,-3,1,-2
CC(=O)Nc1ccc(-c2cc3ccccc3o2)cc1,-1,7,3,1,6,1,4,2,5
COc1cc(C2/C(=C(\O)c3ccc4c(c3)CC(C)O4)C(=O)C(=O)N2Cc2ccco2)ccc1O (stereo unspecified),0,2,-4,1,6,5,-10,-9,1
Cc1nc2ccc(NC(=O)N3CCOCC3)cc2nc1C,-1,7,-2,2,3,-2,4,2,-5
CCOC(=O)c1ccc(NC(=O)C2CC2)cc1,0,18,0,-4,1,-1,5,-2,-9
O=C1c2cccc3cccc(c23)C(=O)N1c1ccccn1,0,3,-1,-6,1,0,3,1,-11
O=C1CC[C@@H](C(=O)O)N1,1,2,-1,3,-1,2,3,0,-2

# New compounds follow
SMILES,LYPLA2 inh,PREPL inh,LYPLA1 counter,PAFAH1B2 FP inh,GSTO1 counter,pPAFAH FP inh,PAFAH1B3 inh,PAD4 inh,PAFAH2 FP inh
CC1Nc2ncnc(N3CCOCC3)c2N(Cc2ccccc2)C1=O (stereo unspecified),0,2,2,1,-4,-1,-2,-1,-6
COc1cccc2c(=O)c3c(cnn3C)n(C)c12,0,13,3,3,-6,5,3,-6,-4
CCCn1cc(NC(=O)c2cc(-c3ccccc3)on2)cn1,0,15,-2,2,-9,-3,8,0,-12
COc1ccc(CC(NC(C)=O)C(=O)NC2CCN(c3c4c(nc5ncnn35)CCC4)CC2)cc1OC (stereo unspecified),3,-11,2,.,-3,-3,.,2,.
COc1ccc(-n2c(COc3cccc4ccccc34)nnc2SCC(=O)NCc2ccco2)cc1,2,-21,-3,-2,-5,12,0,0,-1
COc1ccc2c(c1)C(=O)N(c1ccc(C)cc1)C(=O)C2,4,-21,-2,3,-9,-4,11,-16,-8
CC(=O)OC/C=C(\C)CCC=C(C)C,2,14,0,6,-1,1,-3,-4,3
Cc1c(NS(=O)(=O)c2ccc(Br)s2)c(=O)n(-c2ccccc2)n1C,-2,15,3,4,1,-1,1,0,13
O=C(NC1CCS(=O)(=O)C1)c1ccc(S(=O)(=O)N2CCCCC2)cc1 (stereo unspecified),-1,3,0,8,-2,3,10,3,7
Cc1cc(CNC(=O)CC2C(=O)NCCN2Cc2ccccc2C(F)(F)F)nn1C (stereo unspecified),9,10,-1,-3,4,1,4,1,0
CC(=O)c1cccc(NC(=O)CCCOc2ccc(C)cc2)c1,10,1,2,6,2,5,-7,5,-2
CC(C)CNC(=O)CN(c1cccc(Cl)c1)S(C)(=O)=O,9,0,0,7,8,4,16,1,2
Cc1cc(=O)[nH]c(SCC(=O)NCCc2ccccc2)n1,2,7,-4,4,2,-4,3,-4,-2
CCC(C)/C(C)=N/NC(=O)CSc1nc2ccccc2[nH]1 (stereo unspecified),6,14,-2,1,4,3,5,8,1
COc1ccc(-c2csc(NC(=O)C3CC(=O)N(c4ccc5c(c4)OCCO5)C3)n2)cc1 (stereo unspecified),-14,17,-20,-2,-6,25*,2,-8,-13
CC(C)CC(=O)N/C(N)=N/c1nc2ccccc2o1,0,-3,3,6,-5,4,-2,-1,-6
CC(=O)c1ccc(NC(=O)COC(=O)c2ccccc2Nc2ccccc2)cc1,1,-1,-1,1,-2,1,2,-5,3
COc1ccc(-c2cc(C(=O)NCCCn3ccnc3)no2)cc1OC,4,5,-1,5,-1,0,5,3,-1
O=C(CCNC(=O)c1ccc([N+](=O)[O-])cc1)Nc1cccc(S(=O)(=O)N2CCCCC2)c1,3,17,-1,8,-10,5,3,-6,4
CCCN(CCO)Cc1ccc2ccccc2c1,-3,14,0,2,0,4,-3,-2,5
O=C(CN1CCN(Cc2ccccc2)CC1)N/N=C/C=C/c1ccco1,-4,7,-4,-2,-2,3,-2,-1,5
CCOC(=O)CCc1c(C)c(C#N)c2[nH]c3ccccc3n2c1=O,0,0,1,2,-9,14,4,0,4
CCCCN(C(=O)c1ccc([N+](=O)[O-])o1)c1c(N)n(CC(C)C)c(=O)[nH]c1=O,-13,8,-5,5,16,-4,0,-8,9
CC1CCC2(CC1)NC(=O)N(CC(=O)c1ccc3c(c1)OCO3)C2=O (stereo unspecified),-5,11,1,4,3,2,1,0,-5
COc1cc(NC(C)=O)ccc1NC(=O)c1cc2ccccc2o1,1,2,0,2,0,-1,13,0,4

# Ordered by molar mass (highest first): part of the list above.
SMILES,LYPLA2 inh,PREPL inh,LYPLA1 counter,PAFAH1B2 FP inh,GSTO1 counter,pPAFAH FP inh,PAFAH1B3 inh,PAD4 inh,PAFAH2 FP inh
O=C(CCNC(=O)c1ccc([N+](=O)[O-])cc1)Nc1cccc(S(=O)(=O)N2CCCCC2)c1,3,17,-1,8,-10,5,3,-6,4
Cc1c(NS(=O)(=O)c2ccc(Br)s2)c(=O)n(-c2ccccc2)n1C,-2,15,3,4,1,-1,1,0,13
CCOC(=O)CCc1c(C)c(C#N)c2[nH]c3ccccc3n2c1=O,0,0,1,2,-9,14,4,0,4
CCC(C)/C(C)=N/NC(=O)CSc1nc2ccccc2[nH]1 (stereo unspecified),6,14,-2,1,4,3,5,8,1
Cc1cc(=O)[nH]c(SCC(=O)NCCc2ccccc2)n1,2,7,-4,4,2,-4,3,-4,-2
CCCn1cc(NC(=O)c2cc(-c3ccccc3)on2)cn1,0,15,-2,2,-9,-3,8,0,-12

# (cont.)
SMILES,LYPLA2 inh,PREPL inh,LYPLA1 counter,PAFAH1B2 FP inh,GSTO1 counter,pPAFAH FP inh,PAFAH1B3 inh,PAD4 inh,PAFAH2 FP inh
COc1ccc(NC(=S)N2CCN(C/C=C/c3ccccc3)CC2)cc1,8,14,-1,2,8,2,5,2,4
Cc1ccc(Nc2cccccc2=O)cc1,7,-15,-3,5,0,4,-1,4,8
CC(=O)c1ccc(Nc2nc3ccccc3nc2NS(=O)(=O)c2cccs2)cc1,4,4,5,1,22,27*,5,-4,18
Cc1cc(C(=O)CSc2ccc(F)cc2)cc(C)c1O,2,-5,-2,20,-1,6,8,-6,7
COc1ccc(OC)c(S(=O)(=O)CC(O)COc2ccccc2Cl)c1 (stereo unspecified),-3,-20,-2,2,0,-6,3,-5,-1
O=c1ccc(S(=O)(=O)N2CCCC2)cn1Cc1ccc(Cl)cc1Cl,5,15,3,1,.,8,9,2,-2
CCOC(=O)c1c(C(C)(C)C)oc2ccc(O)cc12,0,7,1,3,-7,0,8,-9,-1
Cc1ccccc1C(=O)N1CCN(c2ccc(NC(=O)Cc3ccccc3)cc2)CC1,8,15,3,5,7,6,5,1,3
CN(CC(=O)Nc1ccccc1C(F)(F)F)C(=O)C1CC1,-4,3,-1,0,.,2,7,3,2
COc1ccc(C(C)NC(=O)Nc2ccc(C(C)=O)cc2)cc1OC (stereo unspecified),-6,3,-3,-4,-3,-3,12,-1,-2
COc1ccc(S(=O)(=O)Nc2ccc(S(=O)(=O)N3CCCCC3)cc2)cc1,-5,-3,-3,11,12,-7,4,2,2
O=c1oc(-c2cccs2)nc2ccc(Br)cc12,-3,1,-2,3,-36,-6,4,-2,18
Cc1ccc(-n2nnnc2SCC(=O)Nc2cc(C)on2)c(C)c1,3,-6,5,5,3,4,-6,-5,-1
CCOc1ccc(C(=O)Nc2cccc(-n3cnnn3)c2)cc1OCC,-25,17,-15,1,-11,-8,-1,-5,-13
Cn1c(Oc2ccc(F)cc2)c(C=O)c2ccccc21,1,-6,0,-3,-3,0,-3,-2,9

# 3 successive entries from above, for reference:
SMILES,LYPLA2 inh,PREPL inh,LYPLA1 counter,PAFAH1B2 FP inh,GSTO1 counter,pPAFAH FP inh,PAFAH1B3 inh,PAD4 inh,PAFAH2 FP inh
Cc1ccc(-n2nnnc2SCC(=O)Nc2cc(C)on2)c(C)c1,3,-6,5,5,3,4,-6,-5,-1
CCOc1ccc(C(=O)Nc2cccc(-n3cnnn3)c2)cc1OCC,-25,17,-15,1,-11,-8,-1,-5,-13
Cn1c(Oc2ccc(F)cc2)c(C=O)c2ccccc21,1,-6,0,-3,-3,0,-3,-2,9

# Some of the compounds tested. The share of hits here may be higher or lower than overall.
